# RNase H inhibition – RNase H inhibition, HIV 1 Gag Pol polyprotein, FRET biochemical assay, screening (AID 372); 100,000 compounds, 0.77% hits; one-dose inhibition, % at 10 µM; IC50 in µM for titrated hits; HIV-1 RT RNase H, FRET RNA/DNA substrate fluorescence; higher % means a stronger effect; in the data active means inhibition above about 50%
# Active calls of the source: *. Some of the compounds tested; count on the stated rates, not on these rows.
SMILES,RNase H inhibition
Cc1ccc([N+](=O)[O-])cc1N=Cc1cc([N+](=O)[O-])ccc1O,3%
CC1=C(C(=O)OCc2ccccc2)C(c2ccc([N+](=O)[O-])cc2)CC(=O)N1 (stereo not drawn),15%
O=C1C2C3C=CC(CC3)C2C(=O)N1/N=C/c1ccccc1I (stereo not drawn),59%*
CCOc1c(Br)cc(/C=C2\C(=O)NC(=S)N(c3ccc(Cl)cc3)C2=O)cc1OC,0%
CCOc1ccc(N2C(=O)CC(N(C)CCc3ccc(OC)c(OC)c3)C2=O)cc1 (stereo not drawn),2%
Cn1c(/C=C/c2ccco2)nc2ccccc2c1=O,14%
CC(C)Sc1nc2c(c(=O)n1C1CCOC(C)(C)C1)C1(CCCC1)Cc1ccccc1-2 (stereo not drawn),3%
CCOC(=O)c1ccc(N2C(=O)CC(N(C)Cc3ccccc3)C2=O)cc1 (stereo not drawn),2%
O=C(Nc1ccc(N2C(=O)C3C4c5ccccc5C(c5ccccc54)C3C2=O)cc1Cl)c1ccco1 (stereo not drawn),7%
COc1ccc(C(=O)Nc2ccccc2C(N)=O)cc1[N+](=O)[O-],0%
CCOc1cccc(NC(=O)/C(C#N)=C/c2cn(CC(=O)Nc3ccccc3)c3ccccc23)c1,22%
COc1nc(OC)c(C(c2ccccc2)c2ccccc2)c(OC)n1,4%
COc1ccccc1OCCCCCNCCO,8%
Cc1ccc(C(C)C)c(OCC(=O)Nc2ccc(Cl)c(NC(=O)c3ccco3)c2)c1,20%
CC1=NN(c2ccccc2)C(=O)/C1=C/c1cn(-c2ccccc2)nc1-c1cn(C)c2ccccc12,0%
CC(=O)c1c(N2CCCC2)nc(=S)n(-c2ccccc2)c1C,16%
CC(Oc1ccccc1)C(=O)Nc1cccc([N+](=O)[O-])c1 (stereo not drawn),6%
O=C(c1ccc(CN2CCOCC2)cc1)N1CCN(C(=O)c2ccc(CN3CCOCC3)cc2)CC1,3%
CCOC(=O)C1=C(C)N=c2s/c(=C/c3ccc(C)c(OC)c3)c(=O)n2C1c1ccc(OC)c(OC)c1 (stereo not drawn),0%
Cc1ccc(-c2cc(C(F)(F)F)n3nc(C(=O)NCC4CCCO4)c(Cl)c3n2)cc1 (stereo not drawn),0%
CCOc1ccccc1N(CC(=O)NC(C)C)S(=O)(=O)c1ccccc1,2%
Cc1cc(C)nc(NS(=O)(=O)c2ccc(NC(=O)c3ccc(C(=O)c4ccccc4)cc3)cc2)n1,10%
O=C(Cn1nnc2ccccc21)N/N=C/c1cc(Cl)cc([N+](=O)[O-])c1O,0%
Cc1cc(Cl)ccc1OCC(=O)Nc1ccc(Cl)cn1,10%
O=C(Cc1ccc(Cl)cc1)Nc1cccc(-c2nc3ccccc3o2)c1,24%
CCOc1cccc(/C=N/Nc2nc(N3CCOCC3)nc(N3CCOCC3)n2)c1O,6%
COc1ccccc1OCCCCOc1cccc(C)c1C,11%
CC1(C)CC(=O)c2c(-c3cccc([N+](=O)[O-])c3)coc2C1,5%
CCc1ccc2oc(-c3ccc(NC(=S)NC(=O)c4ccccc4C)cc3)nc2c1,13%
CC(C)(C)c1ccc(C(=O)Oc2ccc(OCc3ccccc3)cc2)cc1,9%
CC(=O)Nc1cccc(N=Cc2cc(Cl)ccc2O)c1,0%
Cc1ccc(S(=O)(=O)N/N=C/c2ccc(I)cc2)cc1,0%
COc1cc(/C=N\NC(=O)c2cc(O)cc(O)c2)c([N+](=O)[O-])cc1OC,0%
CCN(CC)c1ccc(NC(=O)c2ccc3ccccc3c2)cc1,31%
COc1ccc(C(=O)N2CCN(Cc3cccc4ccccc34)CC2)cc1OC,15%
COC(=O)c1cc(C(=O)NCC2CCCO2)cc([N+](=O)[O-])c1 (stereo not drawn),0%
COc1ccccc1C(=O)N/C(=C/c1ccc2c(c1)OCO2)C(=O)NCc1ccco1,6%
CCc1ccc(N2CC(C(=O)NCc3ccccc3OC)CC2=O)cc1 (stereo not drawn),27%
CCC1CCc2c(sc(NC(=O)c3cccs3)c2C(N)=O)C1 (stereo not drawn),3%
CCOC(=O)C1=C(C)N=c2s/c(=C\c3ccc(F)cc3)c(=O)n2C1c1cccc(OC)c1OC (stereo not drawn),9%
COc1ccc(C2=C/C(=C/c3ccccc3OC)C(=O)O2)cc1,12%
O=c1cc(O)nc(SCc2ccccc2)[nH]1,16%
CCOC(=O)c1csc(NC(=O)c2cc(OC)c(OC)c(OC)c2)n1,5%
Cc1ccc(S(=O)(=O)N(Cc2ccccc2)c2ccccc2C(=O)NCc2ccc(Cl)cc2)cc1,6%
Cc1cccc(NC(=O)C(C)Oc2ccccc2)c1C (stereo not drawn),0%
COc1cccc(NC(=O)c2ccc3ccccc3n2)c1,11%
COc1ccc(C(=O)Nc2ccccc2C)cc1OC,8%
O=C(Nc1ccccc1C(=O)O)c1ccc2ccccc2n1,12%
CCOc1cc(/C=C2\C(=O)NC(=O)N(c3ccc(C)cc3)C2=O)cc(I)c1OCC(=O)O,6%
COc1ccccc1OCCOc1ccccc1/C=N/n1cnnc1,2%
CCOC(=O)C1=C(C)N=c2s/c(=C\c3ccc(OCc4ccc([N+](=O)[O-])cc4)c(OC)c3)c(=O)n2C1c1ccc(N(C)C)cc1 (stereo not drawn),0%
COc1ccc(OC)c(NC(=O)CN(c2ccc(Cl)cc2)S(C)(=O)=O)c1,3%
COc1ccc(C2=NN(C(=O)CCC(=O)O)C(c3ccc(C)cc3)C2)cc1 (stereo not drawn),5%
CC(=O)Nc1ccc(NC(=S)NC(=O)c2cccc(F)c2)cc1,13%
Cc1ccc(C2=NN(c3cccc(Cl)c3)C(c3cccs3)C2)cc1 (stereo not drawn),16%
COc1ccc(C)cc1NCc1ccccc1[N+](=O)[O-],19%
O=C(COc1ccccc1Cl)Nc1ccc2oc(-c3ccncc3)nc2c1,3%
N#Cc1cccc(N=Cc2cccc([N+](=O)[O-])c2)c1,10%
CCC(=O)Nc1sc(Cc2ccccc2)c(C)c1C(N)=O,1%
COc1ccc(C2CC(c3cccs3)=NN2C(=O)CCC(=O)O)cc1 (stereo not drawn),7%

# Other compounds follow.
SMILES,RNase H inhibition
COc1ccc(OC)c(S(=O)(=O)N2CCN(C)CC2)c1,4%
COc1cccc(-c2nnc(NC(=O)/C=C/c3ccccc3)s2)c1,17%
COc1cc(NC(=O)c2ccc(F)cc2)cc(OC)c1,0%
CCOC(=O)c1ccc(NC(=S)NC(=O)c2ccco2)cc1,7%
O=C(Nc1ccc(I)cc1)c1cc2ccccc2oc1=O,8%
COc1ccc(OCCCN2CCCC2)cc1,0%
Cc1cc(C)nc(NS(=O)(=O)c2ccc(NC(=O)CSc3nccn3C)cc2)n1,4%
O=C(O)CN1C(=O)S/C(=C\c2ccc(O)cc2)C1=O,12%
C=CCN1C(=O)/C(=C/c2ccc(OC(=O)C34CC5CC(CC(C5)C3)C4)c(OC)c2)SC1=S,10%
COc1cc(NC(=O)C(F)(F)F)c(OC)cc1NC(C)=O,6%
C=CCSc1nc2ccccc2c(=O)n1Cc1ccccc1,16%
O=C1CC(c2ccccc2)CN1C(=O)c1cncc(Br)c1 (stereo not drawn),4%
CN(C)CCCNC(=O)C(F)(F)C(F)(F)C(F)(F)C(F)(F)C(F)(F)Cl,16%
Cc1[nH]n(-c2ccccc2)c(=O)c1/C=N/NC(=O)c1cccnc1,15%
COCCNC(=O)CN(c1ccc(C)cc1)S(C)(=O)=O,0%
S=C1NCCOCCOCCOCCNC(=S)N2CCOCCOCCN1CCOCC2,5%
CCOc1ccc2nc(NC(=O)c3ccccc3O)sc2c1,14%
CCCCN(Cc1ccccc1)C(=O)C1CCN(Cc2ccc(O)c(OCC)c2)CC1,15%
CCN(CC)c1ccc(C2C(C#N)=C(N)N(c3ccc(Cl)cc3)C3=C2C(=O)CC(C)(C)C3)cc1 (stereo not drawn),9%
O=C(c1cccc(F)c1)N1CCN(c2cc(N3CCCC3)c(F)cc2[N+](=O)[O-])CC1,8%
Oc1ccc(/C=N/Nc2nnc(-c3ccccc3)c(-c3ccccc3)n2)cc1,21%
CCOc1ccc(N2C(=O)CC(N3CCC(Cc4ccccc4)CC3)C2=O)cc1 (stereo not drawn),33%
Cc1cccc(N2C(=O)c3ccc(C(=O)Nc4ccccn4)cc3C2=O)c1C,16%
CCC1CCc2c(sc(NC(=O)c3ccc(C(C)C)cc3)c2C(N)=O)C1 (stereo not drawn),15%

# Taken from the listing, 21 compounds:
SMILES,RNase H inhibition
COc1ccc(OC)c(S(=O)(=O)N2CCN(C)CC2)c1,4%
COc1cccc(-c2nnc(NC(=O)/C=C/c3ccccc3)s2)c1,17%
COc1cc(NC(=O)c2ccc(F)cc2)cc(OC)c1,0%
CCOC(=O)c1ccc(NC(=S)NC(=O)c2ccco2)cc1,7%
O=C(Nc1ccc(I)cc1)c1cc2ccccc2oc1=O,8%
COc1ccc(OCCCN2CCCC2)cc1,0%
Cc1cc(C)nc(NS(=O)(=O)c2ccc(NC(=O)CSc3nccn3C)cc2)n1,4%
O=C(O)CN1C(=O)S/C(=C\c2ccc(O)cc2)C1=O,12%
C=CCN1C(=O)/C(=C/c2ccc(OC(=O)C34CC5CC(CC(C5)C3)C4)c(OC)c2)SC1=S,10%
COc1cc(NC(=O)C(F)(F)F)c(OC)cc1NC(C)=O,6%
C=CCSc1nc2ccccc2c(=O)n1Cc1ccccc1,16%
O=C1CC(c2ccccc2)CN1C(=O)c1cncc(Br)c1 (stereo not drawn),4%
CN(C)CCCNC(=O)C(F)(F)C(F)(F)C(F)(F)C(F)(F)C(F)(F)Cl,16%
Cc1[nH]n(-c2ccccc2)c(=O)c1/C=N/NC(=O)c1cccnc1,15%
COCCNC(=O)CN(c1ccc(C)cc1)S(C)(=O)=O,0%
S=C1NCCOCCOCCOCCNC(=S)N2CCOCCOCCN1CCOCC2,5%
CCOc1ccc2nc(NC(=O)c3ccccc3O)sc2c1,14%
CCCCN(Cc1ccccc1)C(=O)C1CCN(Cc2ccc(O)c(OCC)c2)CC1,15%
CCN(CC)c1ccc(C2C(C#N)=C(N)N(c3ccc(Cl)cc3)C3=C2C(=O)CC(C)(C)C3)cc1 (stereo not drawn),9%
O=C(c1cccc(F)c1)N1CCN(c2cc(N3CCCC3)c(F)cc2[N+](=O)[O-])CC1,8%
Oc1ccc(/C=N/Nc2nnc(-c3ccccc3)c(-c3ccccc3)n2)cc1,21%

# The list goes on:
SMILES,RNase H inhibition
COCCCNC(=O)C(=O)Nc1ccc(OC)c(Cl)c1,3%
O=C(O)CCN1C(=O)/C(=C/c2ccccc2F)SC1=S,7%
CCCCc1c(C)[nH]c2c(OC)cccc2c1=O,4%
C[N+]1(CC2Cc3ccccc3O2)CCCCC1 (stereo not drawn),3%
c1ccc(N2Cc3cc4c(cc3C2)CN(c2ccccc2)C4)cc1,9%
COC(=O)c1ccc(NC(=S)NC(=O)c2cc(I)ccc2Cl)cc1,9%
O=C(Nc1cc(C(F)(F)F)ccc1Cl)C1CC(=O)N(c2ccc(Br)cc2)C1 (stereo not drawn),2%
COc1ccc(N(CC(=O)Nc2ccc(Br)cc2)S(=O)(=O)c2ccc(C)cc2)cc1OC,13%
COC(=O)C1=C(C)NC2=C(C(=O)CCC2)C1c1ccncc1 (stereo not drawn),4%
O=c1/c(=C/c2cccc(Cl)c2)sc2nc(-c3ccccc3)c(-c3ccccc3)n12,18%
Cc1cccc(N2C(=O)c3ccc(C(=O)Nc4ccc(Br)cc4)cc3C2=O)c1,13%
COc1ccc(Br)cc1CNC12CC3CC(CC(C3)C1)C2,6%
CC1(C)CC(=O)C2=C(C1)OC(N)=C(C#N)C2c1ccoc1 (stereo not drawn),6%
Cc1ccc(-c2nnc(Nc3ccc4c(c3)ncn4C)c3ccccc23)cc1,15%
O=Cc1ccc(/C=C2/SC(=S)N(Cc3ccccc3)C2=O)cc1,28%
O=C(Nc1cccc(C(=O)Nc2cccc3ccccc23)c1)c1cccc([N+](=O)[O-])c1,31%
N#CC(=C1CCCCC1)c1nc(-c2cc3ccccc3oc2=O)cs1,16%
O=C(COc1ccc([N+](=O)[O-])cc1)N/N=C/c1c2ccccc2cc2ccccc12,0%
CC1=C(C(=O)OC2CCCCC2)C(c2ccc(Cl)cc2)C2=C(CC(C)(C)CC2=O)N1 (stereo not drawn),4%
COc1ccc(-n2c(C)cc(/C=C(\C#N)C(=O)Nc3ccc(C)c(Cl)c3)c2C)cc1,8%
CCCC(Oc1ccc(Br)cc1)C(=O)NN (stereo not drawn),19%
CCOC(=O)c1c(NC(=O)C23CC4CC(CC(C4)C2)C3)sc(C(=O)Nc2ccccc2OC)c1C,10%
CCC(C(=O)Nc1ccccc1I)c1ccccc1 (stereo not drawn),0%
Cc1cc(C)n(C(=O)c2ccc(Cl)c([N+](=O)[O-])c2)n1,0%
Cc1cc2c(cc1C)NC(CC(=O)Nc1ccccc1C(F)(F)F)C(=O)N2 (stereo not drawn),11%
Cc1ccc(/C=C2/SC(=O)N(CNc3cccc(C)c3)C2=O)cc1,19%
COc1ccc(/C=C(/C#N)c2nc(-c3ccc(C)cc3)cs2)o1,25%
Cc1ccc(OCCCCN2CCC(C)CC2)c(Cl)c1,8%
CCOc1cc(/C=C2\SC(=S)NC2=O)cc(Br)c1OC(C)=O,21%
Cc1cc(OCC(=O)Nc2cccc(F)c2)cc(C)c1Cl,14%
Cc1cccc(NC(=O)CSc2nnc(-c3ccccc3)c(-c3ccccc3)n2)c1,22%
CCc1ccccc1N(CC(=O)Nc1cccc(C(F)(F)F)c1)S(C)(=O)=O,9%
CCOc1cc(/C=C2\SC(=S)N(C)C2=O)ccc1OCCOc1ccc(OC)cc1,14%
Cc1ccc(-c2csc(/C(C#N)=C\C=C\c3ccccc3)n2)cc1,11%
Cc1cc(C)c(C)c(OCCCCCN2CCCCC2)c1,3%
Cc1ccc(OCC(=O)Nc2ccccc2Cl)cc1C,16%
O=C1CSC(c2cn(-c3ccccc3)nc2-c2ccc(Cl)cc2)N1Cc1ccco1 (stereo not drawn),45%
Cc1c(N/C=C\C(=O)c2ccc(Cl)cc2)c(=O)n(-c2ccccc2)n1C,5%
O=C(Nc1ccccc1)Nc1nnc(COc2ccccc2)s1,7%
CC(C)(C)c1ccc(C(=O)N2c3ccccc3-c3c(ssc3=S)C2(C)C)cc1,24%
CC(C)(C)NCC(=O)NCC12CC3CC(CC(C3)C1)C2,13%
O=C1c2ccccc2C2(c3ccc(Cl)cc3)N1CCN2C(=S)Nc1ccccc1 (stereo not drawn),10%
